mcGAS lum: blocks mouse cGAS activity; AID 1259399; hit rate 0.15% among 160,000; recombinant cGAS, Kinase-Glo ATP depletion luminescence; inhibition, % at 12.5 µM;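 also: 0% = negative control wells and 100% = reference inhibitor with no enzyme activity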
NPYLR7 agonist: mosquito NPYLR7 agonism | AID 1259423 | HEK293T NPYLR7/Galpha15, GCaMP6s calcium fluorescence | activation, % at 10 µM | hit rate 0.15% among 270,000; in the data active = activation above about 40%;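 also: 0% = vehicle and 100% = reference agonist at the receptor; some compounds past the cut are filed as inactive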
hcGAS lum: human cGAS inhibition; Q8N884; recombinant h-cGAS, ATP depletion, Kinase-Glo luminescence; inhibition, % at 12.5 µM; hit rate 0.081% among 290,000;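 also: 0% = vehicle reaction and 100% = reaction without DNA for no activity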
Target sequence (Q8N884 whole entry, looked up): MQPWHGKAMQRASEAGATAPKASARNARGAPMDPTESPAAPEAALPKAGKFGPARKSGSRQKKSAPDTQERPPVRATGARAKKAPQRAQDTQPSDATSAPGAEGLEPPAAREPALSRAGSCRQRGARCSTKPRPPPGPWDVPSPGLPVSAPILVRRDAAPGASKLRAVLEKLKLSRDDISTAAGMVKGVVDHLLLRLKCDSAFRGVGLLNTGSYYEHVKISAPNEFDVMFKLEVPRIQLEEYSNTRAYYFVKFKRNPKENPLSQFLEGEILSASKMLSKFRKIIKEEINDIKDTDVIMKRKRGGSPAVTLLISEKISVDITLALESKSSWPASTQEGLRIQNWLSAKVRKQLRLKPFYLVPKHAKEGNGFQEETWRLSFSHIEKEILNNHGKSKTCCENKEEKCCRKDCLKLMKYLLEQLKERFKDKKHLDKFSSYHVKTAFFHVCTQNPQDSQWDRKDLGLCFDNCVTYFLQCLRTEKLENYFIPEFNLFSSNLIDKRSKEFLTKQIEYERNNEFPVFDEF
* marks the source's active call; other numbers are inactive results; / = no result given; & = joins results of further samples. Rule as the data show it, unless noted: active = inhibition above about 40%; inactive = the rest.

No.	structure	mcGAS lum	NPYLR7 agonist	hcGAS lum
1	C=CCn1c(=O)c2ccccc2n2c(=S)n(CN(C)Cc3ccc(C)cc3)nc12	-8	8	-5
2	CN1CC2([N+](=O)[O-])C=C(Oc3ccccc3)CC([N+](=O)[O-])(C1)C2 (centres undefined)	/	-2	-3
3	O=S1(=O)c2cccc3cccc(c23)N1Cc1cccc2ccccc12	/	1	-6
4	CC(C)N1CCC1(C)C(=O)Nc1nc2ccccc2[nH]1 (centres undefined)	-6	7	-12
5	CN(C)C=Nc1cc(=O)n(-c2ccccc2)[nH]1	-2	-1	-1
6	NC(=O)C1CC(O)CN1C(=S)Nc1ccc(Cl)cc1Cl (centres undefined)	/	8	2
7	COc1ccc(-n2c(=O)[nH]c3c(C(N)=O)nc(C4CCCCC4)nc32)cc1OC	-7	-3	-7
8	CN=c1scc(-c2ccccc2)n1C	-6	7	-1
9	Cc1ccc(-c2csc3nc(CN4CCN(c5ccccc5F)CC4)[nH]c(=O)c23)cc1	-6	4	-9
10	O=C(Cc1ccc2c(c1)CCC2)NCc1cnn(-c2ccc(F)cc2F)c1	/	0	-6
11	Cn1ccnc1C(NS(=O)(=O)c1cccc(Cl)c1)c1ccccc1 (centres undefined)	/	2	-6
12	O=C(c1cc(F)ccc1C(F)(F)F)N1CCN(C(=O)C2c3ccccc3Oc3ccccc32)CC1	-4	-2	-6
13	COc1ccccc1CCN1CC(=O)C(c2nc(C(C)(C)C)cs2)C1=N (centres undefined)	/	7	-5
14	O=C(Nc1ccc(N2CCOCC2)nc1)c1csc(-c2cccs2)n1	/	3	-5
15	O=c1[nH]nc(Cc2ccccc2)c2ccccc12	-3	-6	1
16	O=C(/C=C/c1ccccc1)N1CCN(c2nc(Cc3ccccc3)nc3c2cnn3-c2ccccc2)CC1	-9	/	-10
17	O=C1OCCC1Sc1nc2ccc(Cl)cc2c(=O)n1-c1ccc(F)cc1F (centres undefined)	/	1	-9
18	CCC1CN(C(=O)c2ccc3[nH]c(=O)[nH]c3c2)CCC(=O)N1Cc1ccccc1 (centres undefined)	/	2	-8
19	Cc1nonc1CC(=O)NC(C)c1cnn(-c2cccc3ccccc23)c1C (centres undefined)	/	8&0	-5&6
20	O=S(=O)(NCc1cccc(N2CC=CC2)c1)c1cncc(F)c1	/	1	2

In another format: results already given.
#16 O=C(/C=C/c1ccccc1)N1CCN(c2nc(Cc3ccccc3)nc3c2cnn3-c2ccccc2)CC1
#17 O=C1OCCC1Sc1nc2ccc(Cl)cc2c(=O)n1-c1ccc(F)cc1F (centres undefined)

compound no.	16	17
mcGAS lum	-9	/
NPYLR7 agonist	/	1
hcGAS lum	-10	-9

Additional compounds follow.
No.	structure	mcGAS lum	NPYLR7 agonist	hcGAS lum
21	Cc1nn2cc(-c3ccccc3)cc2c2c(C)n(C)c(C)c12	/	-9	-8
22	O=S1(=O)CCCC(CN2CC(c3cccnc3)C2)C1 (centres undefined)	/	9	-6
23	C=CCC(O)(CC=C)c1ccc(CN(CCCOC)Cc2ccccc2OC)o1	-5	-10	-3
24	Cc1c(N2C(=O)CSC2c2ccco2)c(=O)n(-c2ccccc2)n1C (centres undefined)	-7	-18	-4
25	Cc1[nH]n(-c2ccccc2)c(=O)c1C1=C(N2CCC(C)CC2)C(=O)N(c2ccc(F)cc2)C1=O	-5	40	-7
26	N#CCCN(CC1CCC1)c1ncnc2ccccc12	-17	-3	-9
27	N#CC1(c2nc(COC3CCOCC3)no2)CCCCC1	/	3	-6
28	Cc1[nH]c2ccccc2c1SCC(=O)N1CCCCC1	/	1	-5
29	O=C(N1CCC(c2[nH]ncc2-c2ccccc2)CC1)C1(Cn2cccn2)CC1	/	2	-2
30	CC(=O)c1ccc(S(=O)(=O)NCCC(=O)Nc2ccc3c(c2)CCC3)cc1	/	-1	-3
31	CCCCc1ccc(-c2nc(C=Nc3ccc(I)cc3)c(O)o2)cc1	/	0	-8
32	COc1ccc(Cn2cc(C(=O)N3CCC(CCc4ccccc4)CC3)nn2)cc1	-9	8	-4
33	COc1ccc(-c2nc3scc(CCNS(=O)(=O)c4cc(C)ccc4OC)n3n2)cc1OC	-6	-2	-7
34	Cc1ccnc(NC(=O)c2csc(-c3cc4ccccc4n3C)n2)c1	/	-1	-8
35	CC(c1ccc2ccccc2c1)N(C(=O)CSCC#N)C1CC1 (centres undefined)	/	3	-4
36	COc1cccc(-n2c(CCCO)nc3ccccc32)n1	/	5	-5
37	Cc1nc(C(C)C)cc(N2CCCC(OCc3ccccn3)C2)n1 (centres undefined)	-16	-8	-7
38	O[C@@H]1CN(Cc2ccc3c(c2)OCO3)CC[C@H]1c1ccc2c(c1)OCO2	/	2	-3
39	O=C(NCCn1nc(-c2ccc(Cl)cc2)ccc1=O)C(c1ccccc1)c1ccccc1	-10	0	-5
40	CCN1C(=O)N(C2Cc3ccccc3C2)C(=O)C12CCN(Cc1ccc3c(c1)OCCO3)CC2	-16	9	-4

Shown with two lines to a compound: part of the list above
Every second line gives: mcGAS lum	NPYLR7 agonist	hcGAS lum
5. CN(C)C=Nc1cc(=O)n(-c2ccccc2)[nH]1
 : -2	-1	-1
14. O=C(Nc1ccc(N2CCOCC2)nc1)c1csc(-c2cccs2)n1
 : /	3	-5
15. O=c1[nH]nc(Cc2ccccc2)c2ccccc12
 : -3	-6	1

(more compounds)
No.	structure	mcGAS lum	NPYLR7 agonist	hcGAS lum
41	Cc1nc(CNCc2cccc(OCC3CCCCC3)c2)n[nH]1	/	4	2
42	Cc1ccc2c(c1)c(=O)[nH]c1c(-c3nc4ccccc4s3)c(O)cn12	/	8	-6
43	Cc1ccc(-n2nc(C(C)(C)C)cc2NC(=O)CN(CC(C)C)C(=O)Nc2ccc(F)c(Cl)c2)c(C)c1	-6	11	-7
44	CCNC(=O)C1(C)CCCN(CCOc2ccc(OC)cc2)C1 (centres undefined)	/	-7	-1
45	Cc1noc(CNc2ccc3c(c2)N(C(=O)C(C)(C)C)CCO3)n1	/	3	-8
46	CCOc1ccc(C(=O)Oc2coc(CSc3nccn3C)cc2=O)cc1OCC	-7	-6	-10
47	COCCn1ccc2nc3ccn(Cc4ccccc4)c(=O)c3cc2c1=O	/	-2	9
48	CC(=O)Nc1ccc(NC(=O)C(C)Oc2ccc(F)cc2)cc1 (centres undefined)	/	-6	-7
49	CCN1CC(c2nc3ccccc3n2Cc2ccccc2F)CC1=O (centres undefined)	-10	12	-9
50	Cn1nnc2c(=O)n(CC(=O)N3CCc4ccccc43)cnc21	/	1	-6
51	N#CCSc1ccccc1NC(=O)CSc1ccc(F)c(Cl)c1	-10	16	-3
52	CCOC(=O)c1ccccc1NC(=O)Cn1cc(OC)c(=O)cc1CSc1nc(C)cc(C)n1	-9	-5	-11
53	CCOc1ccc2nc3n(c2c1)CC(O)CS3 (centres undefined)	-4	14	-8
54	CCCN(CCC)c1ccc(C2Nc3ccccc3-c3nnc(SCC)nc3O2)cc1 (centres undefined)	-4	-10	0
55	COCCNC(=O)c1cc(NC(=O)c2ccccc2OC)ccc1N1CCC(Cc2ccccc2)CC1	-3	15	-1
56	O=C(NC(n1cnc2c(N3CCCCC3)ncnc21)C(Cl)(Cl)Cl)c1ccccc1 (centres undefined)	-3	-11	1
57	Cc1ccccc1CN1CCN(c2ccc(-c3ccccc3)cc2)C(=O)C1C (centres undefined)	/	5	-7
58	Cn1c(NCCc2ccncc2)nc2cc(-c3ccsc3)sc2c1=O	/	7	-14
59	Cc1ccc(-c2nc(C)c(C(=O)NCCc3nc(C)no3)s2)c(C)c1	/	4	2
60	Cc1cccc(OCC(=O)NCc2cnc3c(C)cccn23)c1C	/	21	-5
61	CCOC(=O)c1cnc(C2CC2)nc1NCCc1cccs1	1	-1	-2
62	COc1cccc(/C=C/C(=O)Nc2cccc(C(=O)N3CCC(CO)CC3)c2)c1	-14	18	-5
63	COc1ccc(NC(=O)c2nnn(-c3cc(Cl)ccc3OC)c2C)cc1	-2	0	-4
64	Cc1ccc(-n2c(CNC(=O)Nc3ccccc3C(F)(F)F)nnc2SCc2cccc(C)c2)cc1	-3	11	0
65	COc1ccc(CNCC2=Cc3cc(Cl)cc(Cl)c3OC2)c(OC)c1OC	-2	1	1
66	Cc1c(C(=O)NCC(C)C)sc(=O)n1Cc1ccc(C(=O)N(C)C)cc1	/	8	-2
67	COc1ccc(CN(C(=O)c2ccco2)C(C)C)cc1OS(=O)(=O)c1ccc(NC(C)=O)cc1	-3	8	3
68	CCOC(=O)c1sc(=NC(=O)c2ccccc2Br)n(C)c1C	/	15	-10
69	COc1cccc(C(=O)NC(C)C2c3cc(OC)c(OC)cc3CCN2Cc2cccc(C)c2)c1 (centres undefined)	-1	-2	1
70	Cc1cccn2c(CC(=O)N(Cc3cnn(C)c3)C3CC3)cnc12	-10	-1	-6
71	COC(=O)/C=C1\SC(=NC(=O)c2ccc(C)cc2)NC1=O	/	6	0
72	Nc1nccc2c1ncn2[C@@H]1C=C(CO)[C@@H](O)[C@H]1O	-10	0	-7
73	Cc1ccc(N(CC(=O)NCc2ccncc2)S(=O)(=O)c2ccc(F)cc2)cc1	/	-5	-3
74	Cc1nc(CNc2ccc(-c3nccn3C)nn2)nc2c1CCCC2	/	19	-10
75	CO/N=C(/C(=O)NC(c1ccccc1)c1ccc(Cl)cc1)c1csc(NC=O)n1 (centres undefined)	-3	-5	-3
76	COc1ccccc1C(C)NC(=O)N1CCCC1CN1CCCC1 (centres undefined)	-6	11	-5
77	COc1ccc(-c2noc(CSC)n2)c(OC)c1	/	20	-6
78	CCOC(=O)C1CCCN(C(=O)c2cnn(-c3ccc(F)cc3)c2C(C)C)C1 (centres undefined)	-4	15	-5
79	COCCn1cc(NC(=O)Nc2ccc(C)cc2)c2ccccc21	/	17	-13
80	CC1CCN(c2ncnc3sc4c(c23)CCCC4)CC1	-3	0&-1	-1&1
81	C/C(=C\Cn1cnc(C(N)=O)c1N)COC(C)(C)C	/	0	-7
82	Fc1ccccc1CC1CCN(Cc2ccccn2)CC1	/	8	-8
83	CC1(C)OCC(CNC(=O)CCNC(=O)c2ccc(NC3OC(C4COC(C)(C)O4)[C@@H]4OC(C)(C)O[C@H]34)cc2)O1 (some centres undefined)	-3	-7	-4
84	CCN1CCN(C(=O)c2cc(-c3ccc(OC)cc3)nc3c2c(C)nn3C2CCS(=O)(=O)C2)CC1 (centres undefined)	-6	0	-7
85	CNC(=O)Cc1noc(CN2CCCC2c2cc(C)cc(C)c2)n1 (centres undefined)	/	-24&5	0&-7
86	Cc1nn(CCOC(=O)C2CCC2)c2ncc(Br)cc12	/	2	-4
87	NS(=O)(=O)c1ccc(F)cc1F	/	3	-3
88	O=C(c1ccco1)N(CCCn1ccnc1)c1nc2ccc(F)cc2s1	-8	-12	-12
89	CC(=O)Nc1cc(C(=O)N2CCOCC2)cn(C)c1=O	-8	-2	-3
90	COc1ccc(-c2nnc(SCC(=O)NCc3ccccc3)n2-c2ccc(C)cc2)cc1	1	/	-1
91	Cc1nnsc1CNC(=O)CCNC(=O)c1ccccc1F	-9	16	-3
92	COc1ccc(CN(C)C(=O)Nc2nc(C)n(C)n2)c2cccnc12	/	-2	2
93	Cc1c(O)cccc1C(=O)NCC1CCN(CCC(F)(F)F)CC1	/	-3	1
94	COC(=O)c1cc(C(=O)NCc2cccnc2Oc2ccccc2C)n(C)n1	/	-3	-3
95	COc1cn(CC(=O)NCc2ccc3c(c2)OCO3)c(CSc2nncn2C)cc1=O	2	-6	4
96	CCc1ocnc1C(=O)N1CCn2nc(C(=O)OC)cc2C1	-18	0	-7
97	CNc1cncc(-c2cccc([N+](=O)[O-])c2)n1	/	2	1
98	Cc1onc(C(=O)N(C)C2CCCCC2)c1[N+](=O)[O-]	0	9	0
99	CO[C@H]1C(=O)N(C)C2(CCNCC2)[C@@H]1C(=O)N(C)c1ccccc1	-2	8	2
100	CCOC(=O)C1CCN(C(=O)c2nn(-c3ccc(C(C)C)cc3)c(=O)n(Cc3ccccc3F)c2=O)CC1	-4	-2	-2

Remaining list, next part
No.	structure	mcGAS lum	NPYLR7 agonist	hcGAS lum
101	COCCN(CC(=O)N1CCc2sccc2C1c1ccc(Cl)cc1Cl)C(=O)C(C)(C)CCl (centres undefined)	-4	1	1
102	CSc1nn(CC(=O)Nc2ccc(Br)cc2F)c(N)c1S(=O)(=O)c1ccccc1	-4	-6	0
103	CCOc1ccc(-c2ccnc(N3CCN(S(=O)(=O)c4ccc(OC)cc4)CC3)n2)cc1	-8	21	-6
104	NS(=O)(=O)c1ccc(Nc2ccc(N3CCCCC3)nc2)c([N+](=O)[O-])c1	/	4	-4
105	C=CCN1C[C@@H]2C[C@@H](C(=O)OCC)N(C(=O)c3ccc(OC)cc3)c3cccc(c32)C1=O	-6	0	3
106	O=C(c1ccco1)N(CC(=O)N1CCc2sccc2C1COc1ccccc1F)CC1CCCO1 (centres undefined)	-4	-2	-4
107	Cc1nc(C)c(C(=O)N2CCC2c2ccc(F)cc2)s1 (centres undefined)	/	6	-1
108	CCOc1ccc(NC(=O)CSc2nnc(NCCOC)s2)cc1	-4	10	-1
109	Cn1cc(C=O)c2nc3cc(C(F)(F)F)ccc3cc2c1=O	/	0	-7
110	COc1cc2c(cc1NS(=O)(=O)c1ccccc1OC)oc1ccccc12	/	3	-4
111	O=c1[nH]c(COc2ccc(Br)cc2Cl)nc2sccc12	/	2	-7
112	CC1(C)CC(=O)C(C=Nc2ncc(C(F)(F)F)cc2Cl)=C(O)C1	-7	-4	-6
113	O=C(NC1CCN(CC2CCCC2)C1)N1CCC[C@@H]1CO (some centres undefined)	/	3	-9
114	COc1cc2c(cc1OC)CN(C1CCCN(C3CCN(C(C)C)CC3)C1)CC2 (centres undefined)	/	2	-6
115	CSc1nnc(C)c(=O)n1COC(=O)c1ccc(-c2ccccc2)cc1	-5	1	-9
